Compound activity: PubChem BioAssay, several laboratories
STEP block = STEP phosphatase inhibitors, primary screen, biochemical, fluorescence intensity, uHTS; inhibition, % at 20 µM; recombinant STEP, OMFP fluorogenic substrate; Tyrosine-protein phosphatase non-receptor type 5 (Homo sapiens), P54829; hit rate 0.25% among 360,000;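 active = inhibition at 20 µM, scaled per plate between control wells, above about 37%, limit read from the data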;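 also: 0% = DMSO with enzyme and substrate and 100% = substrate only without enzyme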
Target sequence (P54829 whole entry, looked up): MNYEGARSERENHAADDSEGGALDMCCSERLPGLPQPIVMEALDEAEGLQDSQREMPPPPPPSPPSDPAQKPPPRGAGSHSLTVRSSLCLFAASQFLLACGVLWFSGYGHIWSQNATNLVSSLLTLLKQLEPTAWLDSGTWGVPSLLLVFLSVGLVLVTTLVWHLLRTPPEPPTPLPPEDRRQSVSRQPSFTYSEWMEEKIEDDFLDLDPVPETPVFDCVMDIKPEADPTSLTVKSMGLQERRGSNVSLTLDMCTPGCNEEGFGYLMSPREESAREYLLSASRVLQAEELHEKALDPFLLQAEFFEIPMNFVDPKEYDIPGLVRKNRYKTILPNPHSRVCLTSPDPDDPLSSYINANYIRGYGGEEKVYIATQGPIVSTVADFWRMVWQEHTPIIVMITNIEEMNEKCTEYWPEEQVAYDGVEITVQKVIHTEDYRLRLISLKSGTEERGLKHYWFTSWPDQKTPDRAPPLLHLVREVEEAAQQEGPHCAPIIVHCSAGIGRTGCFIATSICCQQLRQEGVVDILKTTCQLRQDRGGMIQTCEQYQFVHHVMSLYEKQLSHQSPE
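Assay system: isolated STEP enzyme. Buffer or medium: pH 6.0 Bis-Tris with DTT and Tween 20. Also added: fluorogenic phosphatase substrate OMFP at 25 µM final. Dosing: 20 µM, 1% DMSO. Timing: 20 min reaction, room temperature, in the dark. Measured by: fluorescence intensity, excitation 480 nm, emission 540 nm. Evaluation: normalized % inhibition.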
Tb MetRS inh = T. brucei MetRS inhibitors, primary screen, biochemical, luminescence | methionyl-tRNA synthetase (Trypanosoma brucei brucei) | purified T. brucei MetRS, ATP depletion, Kinase-Glo luminescence | inhibition, % at 11.9 µM | hit rate 0.4% among 360,000;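 active = inhibition above a per-plate cutoff of the control wells' mean inhibition plus 3 SD, cut at about 5.5% in these data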;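 also: 0% = DMSO wells median and 100% = median of wells with control inhibitor compound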
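Material – parasite MetRS enzyme · Medium – HEPES-MgCl2-KCl buffer plus DTT, spermine, BSA, pyrophosphatase · Reagent – ATP, methionine and E. coli bulk tRNA substrates · Times – 15 min enzyme-compound preincubation, 2 h reaction, 10 min detection, 25 °C · Measured by – luminescence of leftover ATP · Evaluation – percent inhibition relative to median high and low control wells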
LMPTP inh = LMPTP phosphatase inhibitors, primary screen, biochemical, fluorescence intensity, uHTS. Low molecular weight phosphotyrosine protein phosphatase (Homo sapiens), P24666. recombinant LMPTP-A, OMFP fluorogenic substrate. inhibition, % at 20 µM. hit rate 0.22% among 360,000. AID 651560, 2012;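 active = compounds that cut the enzyme signal by at least half of the control window in the single-dose screen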;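 also: plate controls were DMSO wells with enzyme plus substrate for no effect and substrate without enzyme for full effect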
Target sequence (P24666 whole entry, looked up): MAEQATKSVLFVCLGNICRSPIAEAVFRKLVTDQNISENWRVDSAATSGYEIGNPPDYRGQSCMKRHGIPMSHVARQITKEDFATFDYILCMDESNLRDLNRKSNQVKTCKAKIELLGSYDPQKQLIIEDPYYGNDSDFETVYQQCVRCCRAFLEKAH
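Test system – LMPTP-A phosphatase enzyme · Quantity – 0.625 nM LMPTP-A final · Reagent – OMFP substrate, 400 µM final · Dosing – one test concentration per compound, 20 µM, with 3% DMSO overall · Timing – 50 min enzyme reaction at room temperature, protected from light · Detection – fluorescence intensity · Controls – substrate-only low control, DMSO enzyme-plus-substrate high control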
DNMT1 block = human DNMT1 methyltransferase inhibitors, primary screen, biochemical, molecular beacon, fluorescence, HinP1I cleavage, uHTS. inhibition (reported as % activation of signal), % at 10 µM. hit rate 0.83% among 360,000; in the data active = inhibition above about 50%
CendR NRP1 mod = modulators of CendR peptide binding to NRP-1, primary screen, biochemical, fluorescence polarization, uHTS. hit rate 0.85% among 360,000. inhibition, % at 25 µM. Neuropilin-1 (Homo sapiens), O14786. FAM-RPARPAR peptide binding to NRP-1;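 active = inhibition or corrected inhibition above about 18%, plus a signal ratio from 0.5 to 1.5, limit read from the data, passing the limit was not always enough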; also: strong numbers were not always called active
SUMO1 PPI mod = modulators of SUMO1 protein-protein interactions, primary screen, biochemical, uHTS; Small ubiquitin-related modifier 1 (Homo sapiens), P63165; SUMO1 binding to a labelled peptide, TR-FRET, 1 h; inhibition, % at 20 µM; hit rate 0.33% among 360,000; in the data active = inhibition above about 37%
Target sequence (P63165 whole entry, looked up): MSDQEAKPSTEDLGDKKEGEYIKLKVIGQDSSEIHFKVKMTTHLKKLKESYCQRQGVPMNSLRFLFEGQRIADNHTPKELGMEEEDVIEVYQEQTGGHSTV
Neddyl block = inhibitors of cullin neddylation, primary screen, biochemical, TR-FRET, uHTS, NAE and Ubc12. NEDD8-conjugating enzyme Ubc12 (Homo sapiens) + NEDD8-activating enzyme E1 regulatory …. calls only at 25 µM. hit rate 0.58% among 360,000; in the data active = inhibition above about 36%
NadD block = inhibitors of S. aureus NadD, primary screen, biochemical, colorimetric, uHTS; Nicotinate-nucleotide adenylyltransferase NadD (Staphylococcus aureus N315); purified NadD enzyme, colorimetric absorbance read-out; inhibition, % at 20 µM; hit rate 0.78% among 360,000; in the data active = inhibition above about 26%; also: some compounds past the cut are filed as inactive
Scp1 inh = Scp-1 phosphatase inhibitors, primary screen, biochemical, colorimetric, uHTS; Carboxy-terminal domain RNA polymerase II polypeptide A small phosphatase 1 (Homo …; Recombinant Scp1, phosphopeptide, malachite green phosphate absorbance; inhibition, % at 20 µM; hit rate 0.88% among 340,000; AID 493091, 2011;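 active = inhibition above about 50% at 20 µM, limit read from the data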;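 also: plate controls were DMSO wells with enzyme for no effect and wells lacking enzyme for full effect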
Target sequence (Q9GZU7 76-261 limits assumed): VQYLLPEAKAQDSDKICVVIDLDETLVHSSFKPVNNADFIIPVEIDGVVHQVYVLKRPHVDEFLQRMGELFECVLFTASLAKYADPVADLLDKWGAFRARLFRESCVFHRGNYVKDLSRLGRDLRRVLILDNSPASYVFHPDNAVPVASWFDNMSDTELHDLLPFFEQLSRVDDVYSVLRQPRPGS
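Assay system: SCP-1 catalytic fragment, aa 76-261 | Buffer or medium: Tris acetate buffer pH 5.5 with MgCl2 and Tween-20 | Compound: One concentration, 20 µM, with 1.0% DMSO | Also added: Phospho 17-mer peptide substrate | Signal: Absorbance at 630 nm | Incubation: 45 min enzyme reaction at room temperature | Measure: % inhibition of SCP-1 phosphate liberation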
SKN-1 block = suppressors of acrylamide-induced Pgst-4::GFP reporter in worms, primary screen, SKN-1 inhibitor project, whole organism, uHTS, GFP/RFP fluorescence ratio, strain VP596; AID 624304, 2012; inhibition, % at 21.8 µM; C. elegans VP596 Pgst-4::GFP/RFP ratio, 24 h; hit rate 0.49% among 360,000;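 active = interference check ratio from 0.5 to 1.5 plus GFP to RFP signal ratio inhibition reaching or exceeding a fixed threshold, cut at about 30% in these data, passing the limit was not always enough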; also: some compounds called inactive have numbers as strong as hits
Starred values were filed as active, the others as inactive; i = inactive; x = not tested or not shown. Rows are unselected. Share with any hit: about 4.6%.

SMILES	STEP block	Tb MetRS inh	LMPTP inh	DNMT1 block	CendR NRP1 mod	SUMO1 PPI mod	Neddyl block	NadD block	Scp1 inh	SKN-1 block
CCOC(=O)c1cn[nH]c1NC(=S)Nc1ccccc1	-1	0.4	-1.2	-2	-2	8	i	1	-7	-1
Cc1cc(NC(=O)CSc2ccccn2)no1	-2	0.1	-1.9	0	12	21	i	5	-9	7
Cc1[nH]n(-c2ccccc2)c(=O)c1C=Nc1ccc(S(=O)(=O)NC(N)=O)cc1	2	-1.2	5.4	-5	0	-14	i	-3	-2	-21
COc1ccc(S(=O)(=O)NC(CC(=O)NCc2ccco2)c2ccco2)cc1 (centres undefined)	-1	-1.0	-0.4	5	-2	3	i	6	-9	3
Cc1cccc(/C=C/c2onc(C)c2S(=O)(=O)N2CCC(C(=O)NC(C)(C)C)CC2)c1	1	0.0	0.4	-4	1	-3	x	-2	0	-3
COc1ccc(CNc2ccccc2)cc1Br	3	-0.3	0.4	-11	-1	-2	i	-2	-3	14
CCc1cc(C(=O)NNC(=S)Nc2cccc(C)c2)cs1	4	0.0	0.0	-5	-11	2	i	5	-11	16
CCOC(=O)c1ccc(NC(=O)c2nc[nH]c2C(=O)NCC(=O)OC(C)(C)C)cc1	0	-0.1	-0.6	-5	-1	28	i	4	-2	-8
COC(=O)CCC(=O)OC1(C)C(=O)C2=CN(CCc3c[nH]c4ccccc34)C(c3ccc(OC)cc3)=CC2=C(Br)C1=O (centres undefined)	2	0.0	4.5	-33	-29	-10	i	26	-4	18
COC(=O)c1ccc(C2C(Oc3ccc(OC)cc3)C(=O)N2CCc2ccc(F)cc2)cc1 (centres undefined)	-10	-0.6	1.2	14	3	6	i	-6	-18	-4
CC[C@H](C)[C@H]1CNC(=S)N1CC1CCN(CCCCc2ccccc2)CC1	2	0.0	-0.7	5	-1	3	i	1	-8	6
Cc1ccc(-n2c(=S)[nH]c3sc4c(c3c2=O)CCC4)cc1	3	-0.4	-0.1	5	-33	-1	i	1	3	5
COc1cc2cc(C(C)(C)O)oc(=O)c2cc1OC	0	0.6	0.2	19	4	4	i	-3	-6	13
Cc1ccc(NC(=O)CCCNC(=O)c2ccc(Cl)cc2)c(O)c1	0	0.9	0.3	-11	-5	5	i	5	-8	6
CC(C)(C)c1ccc(C(=O)NNC(=O)CCc2ccccc2)cc1	0	0.0	-0.9	1	-2	0	i	-2	-7	16
CCn1c(CCCOc2ccc(Cl)cc2Cl)nnc1SCC(=O)Nc1cccc(F)c1	-1	0.5	-0.6	-1	3	2	i	3	12	-4
CC1C(=O)CCN(C(C)C)C1C (centres undefined)	6	0.0	-2.1	-1	2	7	i	0	-15	-7
CCN(CC)c1ncnc2c1ncn2[C@H]1CN(Cc2ccc(OC)cc2)C[C@@H](CO)O1	0	-0.2	0.7	-2	-2	0	i	-1	x	-9
COc1ccc(NC(=O)CCC(=O)Nc2cc(OC)c(NC(=O)c3ccco3)cc2OC)c(OC)c1	0	-1.0	-0.2	-1	1	20	i	-6	1	9
COc1cccc(-n2cc3c(=O)n(C)c(=O)n(C)c3c2)c1	2	0.0	1.0	-5	-29	-3	i	8	-2	-17
Cc1cccc(CNC(=O)C(C)n2nc(C)c3c(C)n(-c4ccccc4)nc3c2=O)c1 (centres undefined)	-3	-0.5	0.0	0	2	-8	i	-2	-2	1
CN1C2C=C(N(CCc3ccccc3)C(=O)c3ccc(Cl)cc3)CC1CC2 (centres undefined)	1	-0.4	-0.3	-2	0	-1	i	-7	-10	8
CCN(CC(=O)NC1CCS(=O)(=O)C1)c1ccc([N+](=O)[O-])cc1C#N (centres undefined)	-2	-0.1	-0.1	-2	-3	-23	i	0	1	-10
Cc1ccc(S(=O)(=O)N(C)c2ccc(C(=O)O)cc2)cc1	-2	-1.1	1.0	0	7	-2	i	-7	-4	-8
Cc1ccc(Sc2ccc(NC(=O)c3ccc(S(C)(=O)=O)cc3Cl)cc2)cc1	2	0.4	-1.0	-6	2	2	i	7	-5	2

Profiles, quoted from the list:
Record of CC(C)(C)c1ccc(C(=O)NNC(=O)CCc2ccccc2)cc1 → STEP block: 0; Tb MetRS inh: 0.0; LMPTP inh: -0.9; DNMT1 block: 1; CendR NRP1 mod: -2; SUMO1 PPI mod: 0; Neddyl block: i; NadD block: -2; Scp1 inh: -7; SKN-1 block: 16
Record of Cc1ccc(NC(=O)CCCNC(=O)c2ccc(Cl)cc2)c(O)c1 → STEP block: 0; Tb MetRS inh: 0.9; LMPTP inh: 0.3; DNMT1 block: -11; CendR NRP1 mod: -5; SUMO1 PPI mod: 5; Neddyl block: i; NadD block: 5; Scp1 inh: -8; SKN-1 block: 6

(next part)
SMILES	STEP block	Tb MetRS inh	LMPTP inh	DNMT1 block	CendR NRP1 mod	SUMO1 PPI mod	Neddyl block	NadD block	Scp1 inh	SKN-1 block
Cc1cc(C(=O)Nc2cccc3ncccc23)no1	-10	-0.2	15	-3	7	-3	i	4	5	19
Cc1ccc(NC(=O)CN(C)C(=O)C(c2ccccc2)c2ccccc2)cc1	3	0.3	1.8	1	-1	-2	i	-5	-8	3
CC(=O)Oc1ccc2ccccc2c1C(NC(=O)Cc1ccccc1)c1ccc(Cl)cc1 (centres undefined)	3	-0.5	5.9	-6	1	-5	i	-5	-9	7
Cc1cccnc1NC(=O)C1CCN(S(=O)(=O)c2c(C)noc2/C=C/c2ccco2)CC1	2	0.3	1.2	-2	-15	-15	i	7	-5	5
Cc1ccc([C@H]2C(C(=O)O)=CC[C@@H](c3ccc(C)cc3)N2S(=O)(=O)c2ccc(C)cc2)cc1	6	0.0	-1.8	2	-11	11	i	5	-17	-14
OCCNc1ncnc2c1nnn2Cc1ccccc1Cl	0	0.6	-0.3	15	-9	-1	i	3	x	7
CCS(=O)(=O)NCc1csc(-c2ccccc2)n1	-2	-0.2	-2.0	-4	20	-4	i	-6	-12	13
OC(COc1ccccc1)CN1CCN(c2ccccc2)CC1 (centres undefined)	0	0.4	0.3	8	-4	1	i	0	11	12
CC#CCN1c2ccccc2[C@]23C[C@@H](C(=O)OC)N(C(=O)OCC)C2=NC(C(=O)OC)=C(C(=O)OC)[C@H]13	-1	-0.1	0.6	0	22	-6	i	6	-3	5
CC1CN(C/C(=N\O)C23CC4CC(CC(C4)C2)C3)CC(C)O1 (centres undefined)	-2	-0.4	-0.6	1	3	-3	i	-4	-6	-1
O=C(CSc1ncccn1)Nc1ccccc1	0	-0.4	-1.9	0	4	-3	i	-9	-3	0
CC(C)(C)Nc1nc2ccc([N+](=O)[O-])cc2o1	-1	-0.3	-1.1	0	0	-29	i	-2	-6	24
COc1cccc(Cn2nnc(C(=O)NCc3ccccc3Cl)c2N)c1	-2	-0.2	-0.3	2	0	3	i	-11	-13	11
O=C(NCc1ccccc1)c1cc(C2CCCCN2C(=O)CCc2ccccc2)on1 (centres undefined)	0	-0.2	4.6	7	11	-46	i	-2	x	-6
Cc1ccc(-n2nc3c(Cl)nnc(C)c3c2C)cc1	-1	-0.1	-3.4	-1	-5	-1	i	1	-8	4
OC(COCC1CC=CCC1)Cn1cnc2ccccc21 (centres undefined)	-3	-1.1	-0.4	0	2	-1	i	0	-22	-9
COc1cc(OCc2ccc(C)cc2)ccc1CNC[C@H]1O[C@@H](n2cnc(C(N)=O)n2)[C@H](O)[C@@H]1O	5	0.1	-1.2	1	-4	0	i	-2	4	-5
CC(=O)c1cccc(NC(=S)NCc2ccccc2)c1	-3	-0.2	-1.5	-3	0	5	i	-5	-7	9
CCN(CC(=O)NCc1ccc(F)cc1)CC(=O)Nc1ccc(S(=O)(=O)N2CCCC2)cc1	-2	-1.6	-1.2	7	6	2	i	1	-3	-27
O=c1c(Cc2ccc(Cl)cc2Cl)c(O)ccn1Cc1ccncc1	0	27*	0.3	-1	-22	-1	i	3	12	8
Cc1cc(C)n(CC(=O)N/N=C/c2cc(Br)cc([N+](=O)[O-])c2O)n1	1	-0.5	1.5	2	10	-15	i	15	-4	8
O=c1cc(CSc2nc(NCc3ccccc3)c3ccccc3n2)nc2ccc(Cl)cn12	0	-0.3	53*	-2	-12	-15	i	11	1	-5
O=C(CCSc1ccccc1)Nc1ccc(OCc2ccccc2)cc1	-4	-0.7	-2.7	3	-10	-2	i	-5	-3	-9
O=C(CNS(=O)(=O)c1ccc(F)c(Cl)c1)NCCc1ccccc1	1	0.2	-2.2	-2	6	4	i	-6	4	9
CCCCCCCN=CC1=C(O)CC(c2ccccc2)CC1=O (centres undefined)	-3	0.5	-0.5	6	-10	-2	i	3	-4	5
Other structures.
SMILES	STEP block	Tb MetRS inh	LMPTP inh	DNMT1 block	CendR NRP1 mod	SUMO1 PPI mod	Neddyl block	NadD block	Scp1 inh	SKN-1 block
Cc1ccc2c(c1)NCC(C(=O)NC1CCCCC1)O2 (centres undefined)	-1	-1.9	-0.6	-3	4	1	i	-7	10	4
Cn1cc(-c2csc(C(C)(O)c3cccnc3)n2)cn1 (centres undefined)	-4	-0.4	-2.1	5	-1	-3	i	-1	x	9
CC1(C(=O)Nc2cccc(S(=O)(=O)N3CCOCC3)c2)Cc2ccccc2C(=O)O1 (centres undefined)	-2	0.3	1.2	7	4	-5	i	-2	10	-11
CC(=O)N1CSCC1C(=O)O (centres undefined)	-2	-0.2	0.9	1	9	1	i	-1	3	18
COc1ccc(CCNC(=O)c2cc([N+](=O)[O-])cc([N+](=O)[O-])c2)cc1OC	-2	-0.8	0.6	-1	2	-39	i	-5	-8	28
O=C(Cc1cccs1)N1CCN(C(=O)C2CCCO2)CC1 (centres undefined)	2	-0.5	-1.9	-1	-6	-4	i	-3	-8	-9
S=c1[nH]nc(CCc2ccccc2)n1-c1ccc(Cl)cc1	6	0.2	-0.8	3	-2	3	i	-6	4	-8
